From PubChem BioAssay
Vif-APOBEC3F blk: Vif-A3F binding inhibition | Potency, µM (doses to about 46.1 µM), for the others: top-dose activity, negative = active | HeLa A3F-eYFP + Vif (tagged APOBEC3F with the HIV-1 protein that degrades it), YFP fluorescence increase | 390,000 tested, 0.2% active; note: potency is the fitted concentration of half-maximal effect; % of control where 0% means no effect; nearly all actives have a fitted effect of over 65% in size
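HeLa cells stably expressing A3F-eYFP plus Vif, plated and incubated overnight at 37 deg C, then exposed to compounds overnight at 37 deg C. Blocked degradation read as raised yellow fluorescence (Ex 488/Em 500-530).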
mIDH1 inhibitor: inhibitors of human mutant IDH1 R132H. O75874. IDH1-R132H enzyme, NADPH consumption, diaphorase/resazurin fluorescence. Potency, µM (top dose mostly 76.6 µM), for inactives: at the top dose activity change, negative = inhibition, actives largely listed as inhibitors. 390,000 tested, 0.093% active. AID 602179; note: potency is the fitted concentration of half-maximal effect; % is set by controls: 0 for no effect and ±100 for the full control effect; nearly all actives have a fitted effect of over 65% in size
Target sequence (O75874 whole entry R132H, stated change not applied): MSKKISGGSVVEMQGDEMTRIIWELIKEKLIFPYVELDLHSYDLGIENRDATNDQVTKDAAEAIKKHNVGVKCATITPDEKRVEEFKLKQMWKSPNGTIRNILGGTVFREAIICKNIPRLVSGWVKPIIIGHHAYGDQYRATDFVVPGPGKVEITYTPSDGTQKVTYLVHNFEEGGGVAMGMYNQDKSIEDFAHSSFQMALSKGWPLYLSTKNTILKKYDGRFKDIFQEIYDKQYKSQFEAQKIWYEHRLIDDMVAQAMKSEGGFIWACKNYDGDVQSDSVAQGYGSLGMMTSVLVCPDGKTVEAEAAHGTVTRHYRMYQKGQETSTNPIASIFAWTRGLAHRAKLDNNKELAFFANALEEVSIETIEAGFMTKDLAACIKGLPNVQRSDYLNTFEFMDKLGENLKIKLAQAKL
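IDH1-R132H (0.5 ug/mL dispensed) in pH 7.5 Tris buffer was preincubated 30 min with compound, then given a substrate mix of 0.016 mM NADPH and 2 mM alpha-KG for 80 min at room temperature; remaining NADPH was read by diaphorase/resazurin fluorescence.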
Vif-A3G inh: blocks the Vif interaction with human APOBEC3G. 410,000 tested, 0.076% active. AID 602310. HeLa A3G-eYFP + Vif (tagged APOBEC3G with the HIV-1 protein that degrades it), YFP fluorescence, overnight. Potency, µM (highest dose often 46.1 µM), for the others: top-dose activity, negative = active, actives largely listed as inhibitors. Q9HC16;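 note: potency is the fitted concentration of half-maximal effect; % is set by controls: 0 for no effect and ±100 for the full control effect; nearly all actives have a fitted effect of over 60% in size; hits raise eYFP signal because A3G escapes Vif-driven loss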
Target sequence (Q9HC16 whole entry, looked up): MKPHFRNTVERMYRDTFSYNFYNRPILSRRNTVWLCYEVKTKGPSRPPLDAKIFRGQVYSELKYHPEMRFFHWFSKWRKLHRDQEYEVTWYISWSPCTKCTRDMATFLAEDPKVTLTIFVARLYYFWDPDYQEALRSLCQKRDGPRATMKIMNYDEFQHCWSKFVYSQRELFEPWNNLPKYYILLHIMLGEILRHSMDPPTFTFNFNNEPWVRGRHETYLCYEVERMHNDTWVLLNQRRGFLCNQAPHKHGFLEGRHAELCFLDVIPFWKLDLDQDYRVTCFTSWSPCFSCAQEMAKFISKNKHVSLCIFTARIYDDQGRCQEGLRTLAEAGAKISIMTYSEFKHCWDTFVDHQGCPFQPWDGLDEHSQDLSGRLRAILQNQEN
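Read-out is eYFP fluorescence (Ex 488/Em 500-530) from Vif-expressing HeLa A3G-eYFP cells; more signal means A3G escaped Vif-mediated degradation. Cells plated overnight, compound pinned in, incubated overnight at 37 deg C.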
TrxR1 substrate: rat thioredoxin reductase 1 substrate activity. Potency, µM (top dose mostly 114 µM), inactives show top-dose activity change, negative = substrate turnover. purified TrxR1 substrate turnover, NADPH consumption readout. 390,000 tested, 0.01% active. O89049; note: potency is the fitted concentration of half-maximal effect; % is set by controls: 0 for no effect and ±100 for the full control effect; nearly all actives have a fitted effect of over 50% in size
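Rat TrxR1, dispensed at 90 nM, was prereduced with 400 uM NADPH (final) for 5 min at ~22 deg C, then incubated with compound 15 min before 400 uM selenite. A first-read NADPH fluorescence drop versus no-compound background flagged substrates.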
GRP78 ERSR act: induces the endoplasmic reticulum stress response in human glioma cells | U87-MG GRP78 promoter luciferase reporter, 16 h | Potency, µM, inactives show at the highest dose activation, most hits filed as activators | 420,000 tested, 0.02% active; note: potency is the fitted concentration of half-maximal effect; series mostly up to about 76 µM; % of control where 0% means no effect; nearly all actives have a fitted effect of over 35% in size
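ERSR induction read as luciferase luminescence (Bright-Glo, 10 min at room temperature) in stably transfected human U87-MG glioma cells exposed to compounds for 16 h, using GRP78 as sensor.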
USP1-UAF1 inh: inhibitors of human USP1/UAF1 deubiquitinase. 390,000 tested, 0.23% active. recombinant USP1/UAF1, Ub-Rhodamine cleavage fluorescence. Potency, µM (series often up to 57.1 µM), inactives show top-dose activity change, negative = inhibition, most hits filed as inhibitors. O94782; note: potency is the fitted concentration of half-maximal effect; % is set by controls: 0 for no effect and ±100 for the full control effect; nearly all actives have a fitted effect of over 60% in size; inactives centre near -12
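Step one: compound is pinned into 1nM USP1/UAF1 in HEPES pH 7.8 buffer with TCEP. Step two: 15 min room-temperature incubation. Step three: Ub-Rho (150nM final) starts cleavage, tracked by fluorescence over six one-minute reads.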
LDHA block: blocks human lactate dehydrogenase A; P00338; purified LDHA, NADH/diaphorase-resazurin fluorescence; hits give low values; activity change, % (values are at about 110 or 230 µM); 480,000 tested, 0.15% active; AID 1347041; in the data active = activity change below about -30%; inconclusive = mostly about -25% to -30%;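 note: plate controls were DMSO wells for no effect and wells without enzyme for full effect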
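Resorufin fluorescence (ex540/em590), read at 0 and 20 min after diaphorase/resazurin addition, reports the NADH left after a 5 min room-temperature reaction of 2 nM human LDH5 with 0.06 mM NADH and 0.2 mM pyruvate.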
RGS4 inhibitor: inhibitors of human regulator of G protein signaling 4. Transcreener GDP fluorescence polarization, RGS4-accelerated GTP hydrolysis. Potency, µM (highest dose often 114 µM), without a hit: at the top dose activity change, negative = inhibition, most hits filed as inhibitors. AID 504845. 390,000 tested, 0.039% active; note: potency is the fitted concentration of half-maximal effect; % is set by controls: 0 for no effect and ±100 for the full control effect; nearly all actives have a fitted effect of over 75% in size; some results filed as inactive show a strong effect at the top dose
Target sequence (P49798 whole entry, looked up): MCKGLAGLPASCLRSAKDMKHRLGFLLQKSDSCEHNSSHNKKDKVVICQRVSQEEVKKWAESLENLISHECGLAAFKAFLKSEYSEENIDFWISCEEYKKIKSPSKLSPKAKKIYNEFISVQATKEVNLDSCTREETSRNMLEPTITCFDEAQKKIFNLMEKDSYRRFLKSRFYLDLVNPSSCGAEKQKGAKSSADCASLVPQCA
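MLSMR compounds (23 nl, pin-transferred) preincubated 10 min at room temperature with a 500nM (2x) first reagent, then RGS4 at 900nM (2x) plus Transcreener GDP mix added; fluorescence polarization (620/688 nm) read before and after 90 min at 30 °C.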
rTrxR1 inhibitor: rat TrxR1 inhibition; O89049; recombinant rTrxR1, NADPH fluorescence consumption, selenite substrate; Potency, µM (series often up to 114 µM), for the others: at the highest dose activity change, negative = inhibition, usual class: inhibitors; 390,000 tested, 1% active; AID 588453; note: potency is the fitted concentration of half-maximal effect; % is set by controls: 0 for no effect and ±100 for the full control effect; nearly all actives have a fitted effect of over 65% in size
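Rat TrxR1 (90 nM in the dispensed reagent) was pre-reduced with 400 uM NADPH for 5 min at room temperature, then incubated with compound for 15 min. After 400 uM selenite was added, NADPH fluorescence (Ex 340/Em 450 nm) was followed for 8 min.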
Numbers without * were called inactive; ? = inconclusive; . = no result given; & = joins results of further samples; [ ] = remark or other dose. Unless noted, calls come from the whole dose curve; as a rule, active = well fitted curve in the direction sought with a large enough effect; inconclusive = small, poorly fitted or top-dose-only effect, or another doubt; inactive = no such curve, though single readings can be large; an effect the other way counts as inactive or inconclusive.

SMILES	Vif-APOBEC3F blk	mIDH1 inhibitor	Vif-A3G inh	TrxR1 substrate	GRP78 ERSR act	USP1-UAF1 inh	LDHA block	RGS4 inhibitor	rTrxR1 inhibitor
Cc1cccc(C(=O)N=C2SC3CS(=O)(=O)CC3N2c2ccccc2)c1 (stereo unspecified)	1%	-1%	-7%	-3%	-5%	-5%	-7	-33%	10%
COc1cc2cc(CCCOC(=O)c3ccc(C#N)cc3)oc(=O)c2cc1OC	3%	-5%	-5%	3%	-3%	-22%	0	7%	16%
O=C(Nc1nnc(N2CCCCCC2)s1)Nc1ccccc1C(F)(F)F	.	.	.	1%	.	-14%	-3	9%	5%
Cc1ccn2cc(CNS(=O)(=O)c3ccc4c(c3)OCCO4)nc2c1	1%	-4%	2%	8%[57.1 µM]	-6%	-21%	-1	-6%	11%[57.1 µM]
O=C(Nc1ccc(S(=O)(=O)N2CCOCC2)cc1)c1ccccc1Br	2%	-3%	-1%	1%	0%	-10%	-3	1%	31%
C[C@@]12C(=O)N(Cc3ccco3)CC(=O)N1[C@H]1c3ccccc3OC[C@@H]1[C@@H]2c1ccccc1	0%	-11%	-1%	5%[57.1 µM]	-1%	-17%	-3	-24%	-49%
CC(C)N1CCc2c(sc(NC(=O)c3ccco3)c2C(N)=O)C1	-4%	0%	-2%	-2%	-4%	-25%	-4	-21%	?
COc1cc(NC(=O)C2CCCN(S(=O)(=O)c3ccc4c(c3)CCCC(=O)N4)C2)cc(OC)c1 (stereo unspecified)	-1%	1%	-2%	-4%	-2%	-31%	-2	-3%	9%
COc1ccccc1CNC(=O)CSc1nc(=O)n(Cc2ccncc2)c2c1CCC2	5%	-3%	-5%	-7%	-2%	5%	-2	32%	-4%
C/C(Cc1ccccc1)=N\NC(=O)CNC(=O)c1ccc(Cl)cc1	2%	0%	3%	6%	-2%	-23%	1	-31%	7%
Cc1n[nH]c(C)c1S(=O)(=O)N1CCC(C(=O)Nc2cccc(F)c2)CC1	1%	-1%	1%	-1%	0%	-10%	-4	-5%	7%
COc1cccc(CN2CCCN(Cc3ccc(F)cc3)S2(=O)=O)c1	0%	21%	2%	1%	-2%	16%	1	8%	17%
Cc1ccc(NC(=O)CC(=O)Nc2ccc(C)c(C)c2)cc1C	19%	-6%	5%	3%	-5%	-22%	-7	-33%	17%
CCCCC(=O)Nc1nnc(SCC(=O)N2CCN(c3ccccc3OC)CC2)s1	.	4%	1%	6%	-3%	-6%	-6	-48%	-7%
O=C(c1ccccc1)c1ccc2ccccc2n1	-5%	7%	3%	-3%	2%	-12%	-3	-5%	5%
O=C(CCc1nnc(Cc2ccc(-c3ccccc3)cc2)o1)NCCc1ccccn1	-1%	-10%	-4%	1%	4%	-19%	-2	-25%	7%
O=C(CSc1nnc(-c2ccc(O)cc2)o1)Nc1cccc(O)c1	1%	5%	-8%	0%[57.1 µM]	3%	-16%	-5	-8%	-3%[57.1 µM]
CC1CCN(C(=O)CCc2ccc(S(=O)(=O)NC(C)C)cc2)CC1	-1%	8%	3%	5%	-3%	2%	-6	6%	8%
COc1ccc(C(C)=O)cc1CSc1nc(C)cc(C)n1	-4%	2%	-1%	10%	-5%	-16%	-4	-23%	18%
CC(C)=CCc1cc(-c2oc3cc(O)cc(O)c3c(=O)c2O)ccc1O	10%	-28%	0%	0%	2%	-17%	5	4%	-16%

Sorted by number of heavy atoms (lowest first): part of the list above.
SMILES	Vif-APOBEC3F blk	mIDH1 inhibitor	Vif-A3G inh	TrxR1 substrate	GRP78 ERSR act	USP1-UAF1 inh	LDHA block	RGS4 inhibitor	rTrxR1 inhibitor
CC1CCN(C(=O)CCc2ccc(S(=O)(=O)NC(C)C)cc2)CC1	-1%	8%	3%	5%	-3%	2%	-6	6%	8%
Cc1n[nH]c(C)c1S(=O)(=O)N1CCC(C(=O)Nc2cccc(F)c2)CC1	1%	-1%	1%	-1%	0%	-10%	-4	-5%	7%
O=C(CCc1nnc(Cc2ccc(-c3ccccc3)cc2)o1)NCCc1ccccn1	-1%	-10%	-4%	1%	4%	-19%	-2	-25%	7%

New compounds follow:
SMILES	Vif-APOBEC3F blk	mIDH1 inhibitor	Vif-A3G inh	TrxR1 substrate	GRP78 ERSR act	USP1-UAF1 inh	LDHA block	RGS4 inhibitor	rTrxR1 inhibitor
CCN(CC)C(=O)c1cc2cc([N+](=O)[O-])ccc2s1	1%	0%	-5%	-7%	2%	-4%	-8	-19%	9%[57.1 µM]
COc1ccc(C(=O)OCC2CC(c3ccccc3)N(C)O2)cc1 (stereo unspecified)	-10%	5%	2%	1%[57.1 µM]	-3%	-1%	6	4%	6%[57.1 µM]
Cc1ccc(NC(=O)c2nc[nH]c2C(=O)NCCCCCCNC(=O)c2[nH]cnc2C(=O)Nc2ccc(C)cc2)cc1	4%	-3%	-5%	9%	4%	?	-8	-23%	32%
Cc1ccc(CN2CCN(c3ccccc3)CC2)o1	-4%	9%	4%	4%	-2%	-19%	-5	-18%	-17%
COc1ccc(Cl)cc1NC(=O)CN(C)C(=O)c1cc2ccccc2cc1O	7%	5%	-13%	-6%	-3%	-16%	6	-1%	-1%
CC(=O)N1c2ccc(S(=O)(=O)N3CCC(C(=O)Nc4cc(C)ccn4)CC3)cc2CC1C (stereo unspecified)	-6%	4%	1%	1%	-2%	-23%	-4	9%	21%
CCOC(=O)N1CCN(CC(O)COc2c(C)cc(C)cc2C)CC1 (stereo unspecified)	3%	3%	-1%	-4%	0%	-5%	-6	30%	9%
N#C/C(=C\c1cc([N+](=O)[O-])c(N2CCOCC2)cc1N1CCOCC1)c1nc2ccccc2[nH]1	1%	4%	2%	-17%	-4%	-11%	-10	-20%	-16%
C/C(=N/OC(=O)c1ccc(F)cc1)c1ccc(C)cc1	-4%	7%	1%	8%[57.1 µM]	-2%	-16%	-4	-36%	11%[57.1 µM]
Cc1ccc(SCC(=O)NNC(=O)CCS(=O)(=O)c2ccccc2)cc1	2%	8%	0%	-8%	-4%	-17%	-3	-22%	-8%
COc1cccc(CN(C)C(=O)c2ccc(N3CCCC3)c([N+](=O)[O-])c2)c1	-6%	-11%	-1%	-1%	-2%	-14%	0	20%	35%
CCOc1ccc(C=Nc2ccc(/C=C/c3ccnc4ccccc34)cc2)cc1OCC	.	.	-2%	-6%	-5%	.	0	.	6%
Cc1nonc1OCCNCc1c(C(=O)N(C)C)nc2ccc(Cl)cn12	2%	-2%	-1%	9%[57.1 µM]	-4%	4%	0	-19%	12%[57.1 µM]
O=C(NCC1CC1)[C@@H]1C[C@H]1[C@@H](NP(=O)(c1ccccc1)c1ccccc1)c1ccccc1	-6%	-4%	-6%	-3%	-5%	-4%	-9	18%	3%
C[C@H](O)[C@@H]1C(=O)N2CCc3ccc(-c4ccccc4)cc3[C@@H]2C[C@@H]1N(C)C(=O)c1ccco1	-7%	3%	1%	.	-5%	-23%	0	.	.
Cc1cc(C)c2c(-n3cccc3)c(C(=O)NNS(=O)(=O)c3ccc(F)cc3)sc2n1	4%	2%	-6%	-4%	-5%	-18%	13	11%	-4%
CCN(CC)CCNc1ccc(CO)c2sc3ccccc3c(=O)c12	-14%	3%	2%	-4%	12%&-4%&-4%	9%	-3	2%	7%
COC(=O)[C@H](C)NC(=O)Nc1cccc(Br)c1	18%	6%	-5%	2%	-10%	-6%	-9	21%	24%
O=C(c1ccco1)N1CCN(C23CC4CC(CC(C4)C2)C3)CC1	1%	4%	-5%	0%	-1%	-21%	0	3%	11%
COc1cc(Cl)c(NS(=O)(=O)c2ccc(-c3coc(C)n3)cc2)c(OC)c1	-5%	-15%	-2%	-4%[57.1 µM]	-3%	-33%	4	-12%	8%[57.1 µM]
Fc1ccc(NCc2cccn2-c2nnc(N3CCOCC3)s2)cc1	-4%	10%	0%	2%	-4%	?	4	-29%	11%
C=CCn1c(N)cc(=O)nc1SCC(=O)Nc1ccc(C(=O)OC)cc1	5%	-4%	-1%	1%	-4%	-14%	-7	-5%	2%
Cc1onc(-c2ccccc2)c1C(=O)OCC(=O)c1ccc[nH]1	1%	-4%	-6%	.	0%	-26%	-4	.	.
Cc1n[nH]c(C)c1CS(=O)(=O)c1ccccc1	-1%	13%	0%	18%	-3%	-10%	-4	-3%	31%
CC1=Cc2ccccc2C(C#N)N1C(=O)c1ccccc1 (stereo unspecified)	-26%	11%	?	-3%[57.1 µM]	-5%	-12%	2	-3%	-9%[57.1 µM]
CC1(C)Cc2c(c(-c3ccco3)nc3sc4c(NCCO)ncnc4c23)CO1	2%	-3%	5%	14%	-2%	-17%	-4	-16%	?
O=C(CSCc1ccc(F)cc1)Nc1ccc(N2CCOCC2)cc1N1CCOCC1	1%	5%	8%	2%	-1%	-20%	4	-14%	12%
NC(=O)C1CCN(C(=O)CNC(=O)c2ccccc2)CC1	-8%	0%	1%	7%[57.1 µM]	?	-4%	-10	11%	1%[57.1 µM]
CS(=O)(=O)n1nc(-c2cccnc2)nc1NCc1ccccc1	6%	11%	0%	2%[57.1 µM]	3%	6%	1	32%	-9%[57.1 µM]
CC(C)COc1ccc(C(=O)OCC(=O)NCc2cccs2)cc1	8%	1%	?	12%	-1%	-11%	-3	7%	16%

Not all compounds are listed; the hit share may differ from the screen's.
